TTR transcr act: TTR transcription activators in neuroblastoma reporter cells, primary screen, cell-based, luminescence, SH-SY5Y, TTR promoter Gaussia luciferase; 100% = recombinant luciferase protein wells; activation, % at 16.7 µM; hit rate 1.3% among 92,000;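 active = activation above the mean of all tested compounds plus 3 SD, cut at about 9.5% in these data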;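 also: cells exposed to compounds for one day before reading; 0% = median of all test compound wells on the plate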
Starred values were filed as active, the others as inactive. The list is partial; the hit share may differ from the screen's.

Molecule,TTR transcr act
COC(=O)[C@@]12C[C@@H](CC(=O)NCCC(C)C)C(=O)N(Cc3ccccc3)C1=CCC(C)(C)C2,0.1
COc1ccc(OC)c(S(=O)(=O)N/N=C(/C)c2c[nH]c3ccccc23)c1,2.2
OC(Cc1cccc(C=NN2CCOCC2)n1)(C(F)(F)F)C(F)(F)F,4.3
Cc1cc(/C=N\NC(=O)CC(=O)NC2CCCCC2)c(C)n1-c1ccc(Cl)c(Cl)c1,-0.9
CC1CN(C(=O)c2cc3c(=O)n4ccccc4nc3s2)CC(C)O1 (configuration not stated),5.6
Cc1oc(C(C)(C)C)cc1C(=O)NCC(=O)NCC(=O)O,-2.3
COc1ccc(-c2cc(NC=O)c3ncc(-c4cccc(C(=O)N(C)C)c4)n3c2)cn1,-0.3
Nc1[nH]c(C(=O)c2ccccc2)c(-c2ccc(Br)cc2)c1C(=O)N1CCN(CCO)CC1,-1.6
O=C(/C=C/c1ccc(-c2ccccc2[N+](=O)[O-])o1)c1ccccc1,-2.3
COc1ccc(C(=O)Nc2cccc(/C(C)=N/NC(=O)c3ccc([N+](=O)[O-])c(C)c3)c2)cc1OC,-2.4
CCc1nc(SCc2cccnc2)c(C#N)cc1C,2.3
CCN(CC)c1ccc2cc(C(=O)Nc3ccccn3)c(=O)oc2c1,-0.7
Cc1cc(C)n(-c2ccccc2C#N)n1,-0.9
CC(C)(C)OC(=O)C(C1NC(C(=O)O)C(C)(C)S1)N1C(=O)c2ccccc2C1=O (configuration not stated),-0.6
COc1cc(/C=C2\CCCc3c2nc2ccccc2c3C(=O)O)cc(Cl)c1O,2.9

Next structures.
Molecule,TTR transcr act
O=C(NCCO)/C(=C\c1ccc(Br)cc1)NC(=O)c1cccs1,5.7
Cn1c(N)c(S(=O)(=O)N2CCN(c3ccccc3)CC2)c(=O)n(C)c1=O,3.2
CCCn1nnc(NC(=S)NC(=O)/C=C/c2ccc(Cl)cc2)n1,-1.2
O=C(COn1nnc2ccc(Cl)cc21)NC12CC3CC(CC(C3)C1)C2,1.4
CCOC(=O)N1CCN(C(=O)COc2ccc3c(c2)C(=O)CC2(CCN(C(C)=O)CC2)O3)CC1,0.5
Cc1ccc(OCCC(=O)NNC(=O)c2ccccc2F)cc1,0.7
CCOC(=O)NC(=O)COC(=O)c1ccc(Sc2ncn[nH]2)c([N+](=O)[O-])c1,-1.7
CCOC(=O)CNC(=O)CSc1nccn1Cc1ccco1,-0.4
COc1ccc(-n2c(SCC(=O)NCC3CCCO3)nc3c(c2=O)SC(C)C3)cc1 (configuration not stated),6.1
O=C(O)c1cccc(N2C(=O)CSC2=S)c1,3.4
COc1ccc(OC)c(NC(=S)N2CCN(C/C=C/c3ccccc3)CC2)c1,-2.4
O=CN1N=C(c2ccccc2)CC1c1ccc(Cl)cc1 (configuration not stated),-0.6
O=c1cnnc(Nc2ccccc2F)[nH]1,1.1
COCCN(C(=S)Nc1cccc(OC)c1)C(C)c1cccs1 (configuration not stated),-0.2
CCCC[C@H](C(=O)N(C)c1ccccc1)[C@@H](O)c1ccc(Cl)cc1,-0.1

Molecules listed so far that have a cyano group (2):
Molecule,TTR transcr act
CCc1nc(SCc2cccnc2)c(C#N)cc1C,2.3
Cc1cc(C)n(-c2ccccc2C#N)n1,-0.9

The results go on:
Molecule,TTR transcr act
O=C(NCc1cccs1)c1ccc(N2CCCC2=O)cc1,-0.4
CC(=O)Nc1ccc(S(=O)(=O)N2c3ccc(F)cc3CCC2C)cc1 (configuration not stated),-1.7
COc1cccc(N2CCN(C(=O)c3ccc(CS(=O)Cc4ccc(C)cc4)o3)CC2)c1 (configuration not stated),2.7
CN(C)CCN(C(=O)c1ccccc1Cl)c1nc2c(Cl)cccc2s1,-1.3
Cc1ccccc1OCC(=O)Nc1ccc2c(c1)OCO2,5.6
O=C(NCCN1CCOCC1)c1cc2sccc2n1Cc1ccc(F)cc1,2.2
O=C(Nc1ccccc1)Nc1nnc(-c2ccccc2)s1,1.8
CCCCNC(=O)N(O)C1N(/N=C/c2cccs2)C(=S)SC1(C)C (configuration not stated),4.1
O=C(O)CCCNC(=O)c1ccccn1,2.2
CCn1c2ccccc2c2cc(N=C3SC(CC(=O)Nc4ccccc4OC)C(=O)N3C)ccc21 (configuration not stated),-2.0
COc1ccc(N2CCN(CCCn3cnc4c(SC)ncnc43)CC2)cc1,3.4
CCOc1ccc(NC(=O)CN(C)C(=O)c2ccc(NC3CC3)c([N+](=O)[O-])c2)cc1OCC,0.5
N#C/C(=C\c1ccc(Cl)cc1)C(=O)NC1CC1,-1.7
COc1ccc(OCCC(=O)OCc2c(C)noc2C)cc1,2.5
C[C@H](NC(=O)[C@@H]1Cc2ccccc2CN1)C(=O)NC1CCCCC1,4.5

The listing continues.
Molecule,TTR transcr act
Cc1cc(C(=O)N2CCc3ccccc32)n(-c2ccccc2)n1,10.4*
CCOc1ccc(Oc2nc(NCC(C)C)nc(N(C)C)n2)nn1,-0.6
Cc1ccc(C)c(S(=O)(=O)Nc2nc(C)c(C(=O)Nc3ccccc3)s2)c1,1.4
O=C1c2ccccc2S(=O)(=O)N1CC(O)Cn1c2ccccc2c2ccccc21 (configuration not stated),-1.4
N#Cc1cc(-c2ccccc2)cnc1Cl,-0.3
COc1ccccc1OCCCCN1CCN(C(c2ccccc2)c2ccccc2)CC1,-4.0
CCSc1nnc(NC(=O)CSC2=NN3CCCC(=O)N=C3S2)s1,-0.5
O=C(CCSCCc1ccncc1)NCCCN1CCOCC1,5.3
Cc1ccc(C(=O)NCC(=O)NC2CC2)cc1,2.0
Cc1ccc(S(=O)(=O)Nc2ccccc2F)cc1C(=O)N1CCCC1,1.4
Cc1cc(C)nc(N(C#N)Cc2ccc(Cl)cc2)n1,-0.8
Cc1ccc(NC(=O)c2cnccn2)c(Br)c1,1.0
Cc1nnc(NC(=O)CS(=O)(=O)Cc2ccccc2)s1,5.9
O=C(NCC(=O)N1CCN(c2ccccc2O)CC1)c1ccc2c(c1)OCO2,2.2
CCOC(=O)N1CCN(c2c(N3CCN(c4cccc(C)c4C)CC3)c(=O)c2=O)CC1,2.7

Later entries.
Molecule,TTR transcr act
O=c1[nH]nc(Cc2ccc(-c3ccc(Cl)cc3)o2)c2ccccc12,2.8
Cc1ccccc1Oc1ccc2c(c1)[C@@H]1C[C@H](N(C)C(=O)c3ccco3)[C@H]([C@H](C)O)C(=O)N1CC2,1.8
CN(c1ccccc1)S(=O)(=O)c1ccc(Cl)nc1,0.1
Cc1cc(OCC(=O)NCc2ccncc2)c2c(C)c(C)c(=O)oc2c1,0.3
COc1ccc(CN(C)C(C)C(=O)Nc2ccc(S(=O)(=O)N3CCCCC3)cc2)c(OC)c1 (configuration not stated),-2.6
O=C(Nc1cccc([N+](=O)[O-])c1)c1ccc2nc(N3C(=O)CCC3=O)sc2c1,0.1
CC1C/C(=N/Nc2nc3ccccc3[nH]2)CC(C)(C)C1 (configuration not stated),0.2
C=CCn1c(COc2cccc(C)c2)nnc1SC(C)C(=O)NC1CC1 (configuration not stated),-0.9
COc1ccc(C2=NC(=O)/C(=C\c3cc(OC)c(OC)c(OC)c3)O2)cc1,-0.3
O=S(=O)(c1ccccc1Cl)N1CCC(Cc2ccccc2)CC1,0.9
Cc1ccc2c(c1)c1c(n2CC(O)CNC2CCCC2)CCCC1 (configuration not stated),2.0
CSc1cccc(NC(=S)NCCCN2CCN(c3ccc(F)cc3)CC2)c1,2.8
NC(=O)c1ccc(-c2noc(-c3cccc(Cl)c3)n2)cc1,-1.0
Fc1ccc(CO/N=C/C2=C(Cl)c3ccccc3CC2)cc1,2.3
Cc1cc(C)n(-c2ccccc2[N+](=O)[O-])n1,-1.8

Pulled by compound from above (7):
Molecule,TTR transcr act
O=c1[nH]nc(Cc2ccc(-c3ccc(Cl)cc3)o2)c2ccccc12,2.8
NC(=O)c1ccc(-c2noc(-c3cccc(Cl)c3)n2)cc1,-1.0
CC1C/C(=N/Nc2nc3ccccc3[nH]2)CC(C)(C)C1 (configuration not stated),0.2
COc1ccc(C2=NC(=O)/C(=C\c3cc(OC)c(OC)c(OC)c3)O2)cc1,-0.3
C=CCn1c(COc2cccc(C)c2)nnc1SC(C)C(=O)NC1CC1 (configuration not stated),-0.9
CN(c1ccccc1)S(=O)(=O)c1ccc(Cl)nc1,0.1
Fc1ccc(CO/N=C/C2=C(Cl)c3ccccc3CC2)cc1,2.3

The list goes on:
Molecule,TTR transcr act
CCN(CC)S(=O)(=O)c1cc(NC(=O)Cc2ccsc2)ccc1C,-1.9
COc1ccc(CNc2nc3ccccc3n2CCN2CCCCC2)cc1,-0.8
CCOc1ccc(N2CC(C(=O)N3CCc4ccccc4C3)CC2=O)cc1 (configuration not stated),6.4
Cc1cc(C)n2nc(SCc3ccccc3F)nc2n1,1.0
COC(=O)CNC(=O)Cn1c(=O)n(Cc2ccc(F)cc2)c(=O)c2sccc21,-0.6
Nc1[nH]c(=O)nc2snnc12,1.2
COc1cccc(CNCCO)c1OCc1ccc(Cl)cc1,1.8
CC(CCCC(C)(C)O)NC(=O)c1ccc(OC2CCN(C(=O)C3CC3)CC2)cc1 (configuration not stated),-0.3
CCOC(=O)C1=C(N)OC2=C(C(=O)CCC2)C1c1ccc2c(c1)OCO2 (configuration not stated),2.3
Cn1nc(C(F)(F)F)c2cc(C(=O)Nc3ccc(C(F)(F)F)cc3)sc21,-4.5
CCNc1nc(NCC)nc(SCCOC(=O)c2ccccc2)n1,-1.5
CNC(=S)N/N=C/c1cc(C)ccc1C,2.0
CN(C)CCNC(=O)Cc1ccc([N+](=O)[O-])cc1,0.6
CC(=O)c1cnc2nc(C)nn2c1C,1.1
CC(=O)Nc1ccc(S(=O)(=O)N(C)S(=O)(=O)c2ccc(F)cc2)cc1,-0.7

Next part
Molecule,TTR transcr act
COc1ccc(Cl)cc1NC(=O)CSc1ncnc2c1oc1ccccc12,0.7
O=C(O)Cc1sc(N/N=C\c2ccncc2)nc1-c1ccccc1,-0.9
O=C(COC(=O)c1ccccc1C(=O)c1ccc(Cl)cc1)NC(c1ccccc1)c1ccccc1,2.1
COc1ccc(NC(=O)CCNC(=O)Cn2cnc3ccccc3c2=O)c(OC)c1,0.8
Cc1cccc(NCC(=O)N/N=C\c2cccn2C)c1,-1.1
O=C1CC[C@@H](O)CCN1CC[C@H](Sc1ccccc1)c1ccccc1,-3.9
Oc1ccc(C(=S)N2CCCCC2)cc1,10.4*
CC(NC(=O)c1cccc(S(=O)(=O)N2CCN(Cc3ccccc3)CC2)c1)c1ccc(Br)cc1 (configuration not stated),-1.4
CCn1c(=O)cc(SCC(=O)N2CCN(C(=O)c3ccco3)CC2)c2ccccc21,4.2
N/C(=N\OC(=O)C1CCCCC1)c1ccc(Cl)cc1,2.2
Cc1ccc(C)c(NC(=O)C(C)CC2COCCO2)c1 (configuration not stated),3.1
CCCCn1c(CCc2ccccc2)nc2cc3[nH]c(=O)c(C(C)C)nc3cc21,-4.7
COc1ccncc1-c1ccccc1C1=CC(=O)CC(C)(C)C1=O,3.1
O=C(OCC(=O)N1CCCc2ccccc21)c1cnc(Cl)c(Cl)c1,0.7
S=C(Nc1ccccc1Cl)OCCN1CCCC12CCC(c1ccccc1)CC2 (configuration not stated),2.3

2 neighbouring records from above, quoted:
Molecule,TTR transcr act
O=C(OCC(=O)N1CCCc2ccccc21)c1cnc(Cl)c(Cl)c1,0.7
S=C(Nc1ccccc1Cl)OCCN1CCCC12CCC(c1ccccc1)CC2 (configuration not stated),2.3

Next section:
Molecule,TTR transcr act
CCOc1ccc(NC(=O)c2cc(Cl)nc3ccccc23)cc1,-0.2
CCOC(=O)N1CCC(c2cc(=O)n3[nH]ccc3n2)CC1,0.9
C=CCNCCCCOc1ccc(OCc2ccccc2)cc1,1.1
COc1ccc(N2CCN(c3nc(NCCc4ccc(OC)c(OC)c4)nc(OC)n3)CC2)cc1,-3.5
O=C(NCCCC(=O)N1CCOCC1)c1cccnc1,4.9
Cn1ccnc1SCc1ccc([N+](=O)[O-])cc1,0.6
COc1ccc(S(=O)(=O)NCCC(=O)NCc2cccs2)cc1,-2.2
COc1cc(C)nc(NC(=S)N(C)C(=O)c2ccccc2)n1,-0.8
Oc1cc2c(cc1CN1CCN(c3ncccn3)CC1)OCO2,-1.7
O=C(COc1ccc2c(c1)OCO2)Nc1ccc2c(c1)oc1ccccc12,0.0
COc1cc(N2C(=O)CC3(CCCC3)CC2=O)cc(OC)c1OC,11.7*
COC(=O)Nc1ccc(S(=O)(=O)N2CCC(C(=O)N3CCCCC3C)CC2)cc1 (configuration not stated),-0.5
S=c1[nH]nc(CSCCOc2ccccc2)o1,-0.7
CCOC(=O)[C@@H]1CSCCS(=O)(=O)N1C(=O)[C@H](CC(C)C)NC(=O)OC(C)(C)C,0.8
CCOc1ccc(/C(O)=C2\C(=O)C(=O)N(CCOCCO)C2c2ccccc2OC)cc1 (configuration not stated),-0.1

Later entries
Molecule,TTR transcr act
Cc1ccc(C23CC4CC(CC(NC(=O)NCCN(C)C)(C4)C2)C3)cc1,3.8
CS(=O)(=O)NCCCCNc1ccc(C(F)(F)F)cc1[N+](=O)[O-],2.1
COc1ccc(/C=C/C(=O)c2c(O)ccc3c(C)cc(=O)oc23)cc1,-1.2
COc1cc(NC(=S)NCCCN2CCOCC2)cc(OC)c1OC,-0.5
CCOc1ncccc1C(=O)OCc1ccc(C(=O)OC)cc1,-0.3
Cc1[nH]n(-c2ccccc2)c(=O)c1C(C[N+](=O)[O-])c1ccc(Cl)cc1 (configuration not stated),1.9
COc1ccc(/C=C2/Sc3ccc(C(=O)N4CCc5ccccc5C4)cc3NC2=O)cc1,0.4
OCC[C@@H]1C[C@H](O)[C@@H](O)[C@@]2(OCCCc3cc(C(F)(F)F)ccc32)O1,3.9
O=C1C=CN2CCOCC2C1 (configuration not stated),-2.7

Compound activity deposited in PubChem by The Scripps Research Institute Molecular Screening Center.
